PKM2 act = qHTS Assay for Activators of Human Muscle isoform 2 Pyruvate Kinase | 260,000 compounds, 0.34% hits | purified PKM2, Kinase-Glo ATP luminescence, activation; response scale: 0% is enzyme alone, no compound | Potency, µM (series often up to 57.5 µM), for inactives: top-dose activation, hits mostly activators | AID 1631, 2009; note: potency is the fitted concentration of half-maximal effect; % is set by controls: 0 for no effect and ±100 for the full control effect; nearly all actives have a fitted effect of over 55% in size
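hPK-M2, >95% pure; 0.1 mM ADP / 0.5 mM PEP final; imidazole pH7.2 buffer w/ 7 mM MgCl2, 50 mM KCl; 1 h RT; Kinase-Glo lum. Intermediate enzyme activity for dual inhibitor/activator qHTS.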
Mito fusion yeast = qHTS Assay for Small Molecule Inhibitors of Mitochondrial Division or Activators of Mitochondrial Fusion; 320,000 compounds, 0.23% hits; Potency, µM (titrated, usually from 46.1 µM), for inactives: top-dose growth rescue (activation), usual class: activators; S. cerevisiae fusion-defective mutant growth rescue, CellTiterGlo 48 h;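 note: potency is the fitted concentration of half-maximal effect; % of control where 0% means no effect; nearly all actives have a fitted effect of over 45% in size; temperature-sensitive fusion mutants such as fzo1-1 at 37 °C on non-fermentable ethanol glycerol medium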
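Temperature-sensitive fusion-defective S. cerevisiae (e.g. fzo1-1, mgm1-5) were grown with compound in YPEG medium (3% ethanol, 3% glycerol) for 48 hours at 37C. Growth rescue was measured as viability by CellTiterGlo luminescence after 10 minutes at ambient.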
S-ASM inh = Inhibitors of Secretory Acid Sphingomyelinase (S-ASM): qHTS; placental ASM, HMU-PC fluorogenic substrate, 60 min; Potency, µM (highest dose often 57.5 µM), inactives show at the top dose activity change, negative = inhibition, hits mostly inhibitors; 340,000 compounds, 0.006% hits; AID 504937, 2011; note: potency is the fitted concentration of half-maximal effect
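Human placenta-derived ASM preincubated with compound 10 min at room temperature, then reacted with 9 uM (final) fluorogenic HMU-PC substrate for 60 min at 37 C. Stop solution raises pH to 10; fluorescence read at Ex 386/Em 447 nm.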
USP2a block = qHTS Assay for Inhibitors of Ubiquitin-specific Protease USP2a Using CHOP2 as the Reporter; USP2 core, Ub-CHOP2 coupled fluorogenic reporter, 485/531; AID 463254, 2010; Ubiquitin carboxyl-terminal hydrolase 2 (Homo sapiens), O75604; 330,000 compounds, 0.01% hits; Potency, µM (top dose mostly 38.3 µM), for inactives: top-dose activity change, negative = inhibition, hits mostly inhibitors;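 note: potency is the fitted concentration of half-maximal effect; plate controls were DMSO wells for no effect and full inhibition by NEM control for full effect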
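USP2 core (10nM final) preincubated 30min RT with compound in 20mM Tris-HCl pH 8.0, 2mM CaCl2, 2mM beta-mercaptoethanol, 0.05% CHAPS; 25nM Ub-CHOP2 plus 25nM reporter substrate added, fluorescence (Ex485/Em531) read after 60min.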
MBNL1 CUG block = qHTS Assay for Inhibitors of MBNL1-poly(CUG) RNA binding. Potency, µM (titrated, usually from 57.5 µM), inactives show at the top dose activity change, negative = inhibition, usual class: inhibitors. AID 2675, 2010. TR-FRET MBNL1-His/biotin-(CUG)12 binding, 665/545 ratio. 280,000 compounds, 0.036% hits; active = well fitted inhibition curve with a large enough effect in the signal ratio, with a control signal flat, not every such curve was filed as active; inconclusive = small, poorly fitted or top-dose-only effect, or effect the other way, or a change in a side signal; inactive = no such curve, though single readings can be large or run the other way; the % refers to the signal ratio; note: potency is the fitted concentration of half-maximal effect; % is set by controls: 0 for no effect and ±100 for the full control effect
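His-tagged MBNL1 binding to biotinylated (CUG)12 RNA was measured by TR-FRET using terbium anti-His antibody (0.055 ng/ul final) and streptavidin-XL665 (5 nM final). Compounds were titrated 92 nM to 58 uM; 60 min at room temperature.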
GALK inh = qHTS Assay for Inhibitors of Human Galactokinase (GALK); Potency, µM (doses to about 57.5 µM), for the others: at the top dose activity change, negative = inhibition, hits mostly inhibitors; P51570; 270,000 compounds, 0.007% hits; Purified GALK, Kinase-Glo residual ATP luminescence; note: potency is the fitted concentration of half-maximal effect; % is set by controls: 0 for no effect and ±100 for the full control effect
Target sequence (P51570 whole entry, looked up): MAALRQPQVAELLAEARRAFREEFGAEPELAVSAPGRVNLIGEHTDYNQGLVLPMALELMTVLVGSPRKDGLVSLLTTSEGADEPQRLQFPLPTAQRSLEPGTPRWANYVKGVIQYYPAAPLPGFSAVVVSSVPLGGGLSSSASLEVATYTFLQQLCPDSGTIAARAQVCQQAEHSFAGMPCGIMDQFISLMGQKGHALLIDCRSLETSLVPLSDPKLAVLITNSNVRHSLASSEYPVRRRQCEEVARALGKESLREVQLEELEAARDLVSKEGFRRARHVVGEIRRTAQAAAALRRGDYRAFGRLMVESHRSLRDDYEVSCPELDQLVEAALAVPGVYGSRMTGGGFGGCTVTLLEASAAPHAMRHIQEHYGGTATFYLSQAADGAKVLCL
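Human GALK (5 nM) with 35 uM ATP and 100 uM galactose in 20 mM HEPES pH 8.0, 5 mM MgCl2, 60 mM NaCl, 1 mM DTT, 0.01% BSA. After 1 h at room temperature, leftover ATP was read by Kinase-Glo Plus luminescence.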
TSHR antagonist = Antagonists of the Thyroid Stimulating Hormone Receptor: HTS campaign | TSHR-expressing cells, TSH-stimulated cAMP HTRF, 2 h; stronger effect = lower value | activity change, negative = inhibition, % at 11.5 µM | 330,000 compounds, 0.2% hits | AID 504810, 2011;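 active = activity change below a set negative limit, meaning inhibition stronger than a set level, cut at about -70% in these data; inconclusive = activity change between two set negative limits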; note: % is set by controls: 0 for no effect and ±100 for the full control effect
Target sequence (P16473 whole entry, looked up): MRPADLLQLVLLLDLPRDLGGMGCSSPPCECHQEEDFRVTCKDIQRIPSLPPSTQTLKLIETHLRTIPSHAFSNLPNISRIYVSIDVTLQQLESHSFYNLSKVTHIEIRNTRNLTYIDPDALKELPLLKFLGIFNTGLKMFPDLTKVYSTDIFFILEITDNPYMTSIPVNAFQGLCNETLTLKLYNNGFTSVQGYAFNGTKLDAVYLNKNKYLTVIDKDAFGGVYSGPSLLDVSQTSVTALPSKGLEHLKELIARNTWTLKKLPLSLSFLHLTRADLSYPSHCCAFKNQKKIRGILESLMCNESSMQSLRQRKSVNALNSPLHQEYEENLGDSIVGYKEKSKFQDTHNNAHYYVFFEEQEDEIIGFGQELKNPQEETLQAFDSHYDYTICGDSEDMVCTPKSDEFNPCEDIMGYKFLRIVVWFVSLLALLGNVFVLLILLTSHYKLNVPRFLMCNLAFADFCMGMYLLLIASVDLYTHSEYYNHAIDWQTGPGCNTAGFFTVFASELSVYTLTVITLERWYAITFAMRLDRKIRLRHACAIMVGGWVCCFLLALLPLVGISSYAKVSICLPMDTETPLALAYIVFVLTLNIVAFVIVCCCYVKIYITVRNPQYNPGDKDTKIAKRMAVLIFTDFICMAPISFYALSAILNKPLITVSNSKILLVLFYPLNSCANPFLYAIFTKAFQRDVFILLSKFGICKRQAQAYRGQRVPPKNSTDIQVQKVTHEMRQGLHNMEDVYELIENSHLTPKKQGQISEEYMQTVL
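Read-out is FRET at 665 nm (cryptate excitation 337 nm) from a cryptate-tagged anti-cAMP antibody, competed by cell cAMP against cAMP-d2. Compounds are tested on freshly harvested TSHR cells challenged with 4nM TSH (EC80) for 2 hours at 37 deg C.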
Chronic BCR inh = qHTS Assay to Find Inhibitors of Chronic Active B-Cell Receptor Signaling; ABC-DLBCL IkBa-CBG/CBR reporter, luminescence ratio, 4 h; 340,000 compounds, 0.05% hits; Potency, µM (top dose mostly 46.1 µM), without a hit: at the top dose ratio change, negative = lower green/red ratio, actives largely listed as inhibitors; active = well fitted inhibition curve with a large enough effect in the signal ratio, with a control signal flat, not every such curve was filed as active; inconclusive = small, poorly fitted or top-dose-only effect, or effect the other way, or a change in a side signal; the % refers to the signal ratio;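 note: potency is the fitted concentration of half-maximal effect; plate controls were basal doxycycline-induced cells for no effect and cells given 10 µM MG132 for full effect; MG132 reads +100%, hits lower the ratio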
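Cell line TMD8 (human ABC DLBCL), stably expressing tet-inducible CBG68-IkBa fusion and CBR; IMDM/0.5% FBS; cpd up to 46 uM; dox induction, 4 h, 37C/5% CO2; dual luminescence; green/red ratio; MG132 control.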
Eya2 inh = qHTS Assay for Inhibitors of the Phosphatase Activity of Eya2 | Protein phosphatase EYA2 (Homo sapiens), O00167 | recombinant Eya2, OMFP fluorescence dephosphorylation (OMFP is methylfluorescein phosphate) | Potency, µM (series often up to 76.9 µM), inactives show at the highest dose activity, negative = inhibition, most hits filed as inhibitors | 330,000 compounds, 0.006% hits | AID 488837, 2010; note: potency is the fitted concentration of half-maximal effect; % is set by controls: 0 for no effect and ±100 for the full control effect
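Eya2 (0.2 uM) preincubated 10 min at ambient with compound, then OMFP substrate added at 50 uM; 10 min reaction in 50 mM HEPES pH 7.5, 50 mM NaCl, 5 uM MgCl2, 0.05% BSA, 1 mM DTT. Fluorescence read at Ex 485/Em 525 nm.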
Menin MLL FP TR = qHTS Assay for Inhibitors Targeting the Menin-MLL Interaction in MLL Related Leukemias: Competition With Texas Red Labeled MLL-derived Mutant Peptide. O00255. Menin + Texas Red MLL mutant peptide, fluorescence polarization. Potency, µM (titrated, usually from 61.6 µM), for the others: top-dose FP activity change, negative = inhibition, most hits filed as inhibitors. 270,000 compounds, 0.23% hits; active = well fitted inhibition curve with a large enough effect in the polarisation, with a control signal flat, not every such curve was filed as active; inconclusive = small, poorly fitted or top-dose-only effect, or effect the other way, or a change in a side signal; inactive = no such curve, though single readings can be large or run the other way; the % refers to the polarisation; note: potency is the fitted concentration of half-maximal effect; % of control where 0% means no effect; many of its hits are not listed in these tables
KCNH2 WT inh = qHTS for Inhibitors of KCHN2 3.1: Wildtype qHTS | U2OS, BacMam KCNH2, thallium flux FluxOr; stronger effect = lower value | AID 720551, 2013 | activity change, % at 1.84 µM | 340,000 compounds, 0.37% hits | Voltage-gated inwardly rectifying potassium channel KCNH2 (Homo sapiens), Q12809;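 active = maximum activity change below -70%; inconclusive = maximum activity change between -70% and -50%; inactive = maximum activity change above -50%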; note: % is set by controls: 0 for no effect and ±100 for the full control effect
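U2OS cells were transduced with wild-type KCNH2 virus (2.03 x 10^8 / mL) for 4 h at room temperature, then cultured overnight at 37 C. Thallium flux was read with FluxOr dye. Rate constants were normalized to DMSO controls.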
The depositor's hits bear a star; ? = inconclusive; . = not tested or not shown; [ ] = another dose, or the depositor's remark. Unless noted, calls come from the whole dose curve; as a rule, active = well fitted curve in the direction sought with a large enough effect; inconclusive = small, poorly fitted or top-dose-only effect, or another doubt; inactive = no such curve, though single readings can be large; an effect the other way counts as inactive or inconclusive. Some of the compounds tested; rates above refer to the full screens.

SMILES	PKM2 act	Mito fusion yeast	S-ASM inh	USP2a block	MBNL1 CUG block	GALK inh	TSHR antagonist	Chronic BCR inh	Eya2 inh	Menin MLL FP TR	KCNH2 WT inh
NC(=O)C1CCN(C(=O)COc2ccc(S(=O)(=O)NC3CCCC3)cc2)CC1	3.1%	0.1%	5.3%	9.7%	0.3%	-3.4%	3.4	-0.5%	-14.1%	-5.8%	-4.0
O=C(Cn1cnc2c(nnn2Cc2ccc(F)cc2)c1=O)NCC1CCCO1 (configuration not stated)	0.5%	0.2%	-1.0%	1.3%	-1.9%	-0.6%	-2.1	0.7%	6.3%	10.6%	-23.0
CN(C)N=Nc1ccc(S(=O)(=O)/N=C(\O)c2ccccc2)cc1	-2.1%	-0.3%	6.6%	-1.5%	3.3%	0.0%	-5.7	0.1%	7.3%	-24.2%	-6.4
CCC(=O)Nc1cc(Cl)ccc1N1CCN(C(=O)CC)CC1	4.5%	0.8%	1.0%	-3.2%	-11.3%	-4.2%	3.2	5.5%	-1.3%	-16.0%	1.3
CCOc1ccccc1NC(=O)N1CCCC1C(=O)NCc1cccs1 (configuration not stated)	-5.9%	-1.2%	1.5%	0.1%	1.3%	14.4%	16.6	6.8%	-8.4%	6.3%	-10.3
O=C(CN(C(=O)c1csnn1)c1ccc(Br)cc1)NC1CCCC1	1.0%	3.0%	1.0%	-1.0%	2.3%	-2.0%	2.5	1.6%	-0.6%	3.5%	4.2
CC1=C([N+](=O)[O-])C(c2ccc(Cl)cc2)NC(=O)N1C (configuration not stated)	-2.4%	0.8%	-2.3%	-0.5%	?	0.3%	0.7	0.2%	-2.4%	5.4%	1.0
Nc1cc(Cl)c(N)cc1Cl	1.4%	4.3%	-2.3%	1.6%	-7.6%	0.9%	-14.7	0.3%	0.6%[15.4 µM]	14.8%	-20.2
CCOC(=O)N1CCN(C(=O)c2ccccc2Oc2ccccc2)CC1	-1.8%	-2.8%	-1.0%	-0.2%	5.0%	0.0%	0.2	-0.7%	-14.4%	-14.6%	-3.6
O=C(N/N=C/C=C\c1ccccc1[N+](=O)[O-])c1cc(-c2ccccc2)nc2ccccc12	1.3%	-3.3%	-7.7%	0.9%	.	0.4%	2.3	-7.5%	2.8%	9.0%	-3.9
COc1ccccc1NC(=S)N1CCN(C(c2ccccc2)c2ccccc2)CC1	6.0%	1.3%	-2.6%	-0.5%	-8.0%	-1.0%	10.1	0.5%	-7.8%	?	-15.5
Nc1nc2ccc([N+](=O)[O-])cc2[nH]1	2.5%	-0.9%	-1.4%	-0.5%	?	-0.5%	12.2	-1.8%	-22.0%	13.3%	2.6
Cc1cccc(NC(=O)NNC(=O)c2cc3ccccc3cc2O)c1C	-2.1%	10.0%	-3.8%	-2.9%	19.8%	-2.6%	2.8	1.0%	-3.5%	?	16.0
CCc1ccc(C2=CC(c3cc(Br)ccc3F)n3ncnc3N2)cc1 (configuration not stated)	3.4%	27.6%	157.8%[activator]	-1.9%	11.5%	-1.7%	3.0	?	5.7%	25.3%	12.8
CC(C)(C)OC(=O)C[C@@H]1C/C=C\C[C@@H](CC(=O)N[C@H](CO)Cc2ccccc2)C(=O)NC[C@@H](c2ccccc2)OC1=O	.	.	3.3%	-1.3%	.	.	0.0	1.9%	-6.6%	.	0.0
COc1ccccc1CCNC(=O)CC1C(=O)NCCN1CCCc1ccccc1 (configuration not stated)	0.0%	0.1%	8.8%	-1.2%	-0.4%	-7.2%	-49.3	-4.8%	-4.0%	?	0.6
O=C(CCn1c(=O)sc2ccccc21)NCCC1=CCCCC1	-10.3%	-2.3%	2.3%	0.2%	-6.3%	-0.4%	13.0	-1.5%	-6.6%	6.9%	-16.3
CCc1nnc(NC(=O)c2ccc(-c3cc(C(F)(F)F)ccc3Cl)o2)s1	-4.9%	1.6%	2.7%	1.1%	-3.8%	0.0%	-1.4	4.6%	11.3%	?	-1.8
Cc1cccc(Nc2nnc(SCC(=O)NC(=O)CN3CCCC3=O)s2)c1	.	0.8%	-1.9%	-1.5%	.	.	6.1	-0.5%	10.9%	.	5.5
CCOc1ccc(S(=O)(=O)N2CCN(S(=O)(=O)c3ccc(C(C)=O)cc3)CC2)cc1	6.7%	10.2%	-2.2%	0.9%	-10.7%	16.0%	17.6	6.0%	-1.4%	16.9%	9.3
CC(CC(=O)Nc1cccnc1)c1ccccc1 (configuration not stated)	3.1%	4.6%	0.2%	-0.1%	-4.9%	5.8%	-2.7	?	-2.4%	-3.3%	2.4
Cc1cccc(N2CCN(C(=O)CCC(=O)N3Cc4ccccc4Oc4ncccc43)CC2)c1C	.	-7.4%	-0.9%	3.8%	-4.2%	5.9%	-11.2	-5.7%	-3.7%	.	?
O=C(/C=C/c1cccc2ccccc12)NCCC1=CCCCC1	-0.7%	-0.2%	0.7%	2.4%	-12.4%	-1.9%	-22.5	8.5%	12.7%	-28.2%	-14.8
Cc1ccccc1N1C(=O)c2ccccc2N2C(=O)c3ccccc3C12 (configuration not stated)	-1.7%	14.1µM*	-0.6%	0.0%	1.2%	1.8%	6.9	6.7%	-25.2%	0.0%	-3.2
COc1ccccc1/C=C1\SC(=O)N(CC(=O)N(C)C2CCS(=O)(=O)C2)C1=O (configuration not stated)	.	-0.8%	5.1%	4.2%	?	7.1%	-6.5	-7.9%	-0.4%	5.4%	0.0
Additional records:
SMILES	PKM2 act	Mito fusion yeast	S-ASM inh	USP2a block	MBNL1 CUG block	GALK inh	TSHR antagonist	Chronic BCR inh	Eya2 inh	Menin MLL FP TR	KCNH2 WT inh
CC(C)c1ccc(/C=N/NC(=O)c2cccc(Cl)c2)cc1	-11.1%	27.4%	-2.6%	-3.4%	3.1%[11.5 µM]	.	-4.2	?	-24.4%	14.4%	-3.6
Cc1ccccc1N(C(=O)CNC(=O)c1ccco1)C(C(=O)NC1CCCC1)c1ccncc1 (configuration not stated)	.	3.5%	1.1%	0.8%	-5.3%	0.8%	-7.5	-8.4%	1.1%	?	4.9
CCCC(O)(CCC)C(=O)NN(C(=O)CCl)c1cccc(C)c1	0.5%	2.1%	-0.4%	0.1%	-2.1%	-0.5%	2.0	?	-7.6%	1.6%	-0.3
COc1ccc(-n2cnnc2SCC(=O)Nc2cccc([N+](=O)[O-])c2)cc1	3.2%	8.8%	0.0%	5.4%	8.9%	-1.1%	-5.2	1.8%	-2.4%	10.0%	1.7
C=CCc1ccccc1OCC(=O)N/N=C/c1ccccc1OCC	-19.2%	-5.5%	-8.8%	-1.8%	5.5%	2.2%	-3.1	-0.4%	-4.3%	4.7%	-2.9
CCOc1ccc(-c2nc(C#N)c(NCC(C)C)o2)cc1	-1.3%	-1.6%	-2.8%	-0.2%	8.2%	5.0%	-1.9	?	-2.0%	-0.3%	1.5
Cc1nc(-c2nnc(SCC(=O)Nc3ccc(C(F)(F)F)cc3)n2C)cs1	-14.8%	-0.6%	-1.2%	-2.7%	5.4%	.	5.4	4.5%	-1.7%	.	-0.5
Cc1ccc(OCC(=O)Nc2cc(S(=O)(=O)N3CCCCC3)ccc2N2CCN(C)CC2)c(C)c1	.	-1.3%	1.6%	1.1%	.	.	-0.8	?	9.2%	.	19.4
O=C(Nc1ncn[nH]1)C(F)(F)C(F)F	-2.8%	1.7%	2.7%	3.6%	-14.9%	0.9%	16.5	12.9%	-4.1%	.	7.0

Bioassay records as filed in PubChem.
